Screening data from PubChem.
CIT2 TOR yeast: modulators of TOR pathway CIT2-GFP in S. cerevisiae | 320,000 compounds, 0.065% hits | S. cerevisiae CIT2-GFP strain, flow cytometry, 3 h; 100 means same as DMSO wells | GFP response vs DMSO, % at 10 µM;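 active means GFP response relative to DMSO above a set limit, near the screen mean plus 3 SD, cut at about 150% in these data; inconclusive means Fewer than 70 cells measured for a yeast strain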;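 further: ratio of well median GFP fluorescence to mean of DMSO wells on the plate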
LAP4 TOR yeast: modulators of TOR pathway LAP4-GFP in S. cerevisiae; S. cerevisiae LAP4-GFP multiplex, flow cytometry GFP, 3 h; median GFP as percent of DMSO wells; GFP response vs DMSO, % at 10 µM; 320,000 compounds, 0.34% hits; AID 2023;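 active means GFP response vs DMSO above a set limit, about the screen mean plus 3 SD, cut at about 150% in these data; inconclusive means under 70 cell events counted for the yeast strain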
GRK2 aptamer HTS: inhibitors of human GRK2 displacing RNA aptamer. P25098. bead flow cytometry, FAM-aptamer displacement from GRK2. inhibition of aptamer binding, % at 10 µM. 330,000 compounds, 0.59% hits. AID 488847;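 active means inhibition of aptamer binding above 40%, roughly 3 SD of noise, on plates passing a quality check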;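 further: median bead fluorescence of bound FAM aptamer so fluorescent compounds give negative values; no value below 0 was filed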
Target sequence (P25098 whole entry, looked up): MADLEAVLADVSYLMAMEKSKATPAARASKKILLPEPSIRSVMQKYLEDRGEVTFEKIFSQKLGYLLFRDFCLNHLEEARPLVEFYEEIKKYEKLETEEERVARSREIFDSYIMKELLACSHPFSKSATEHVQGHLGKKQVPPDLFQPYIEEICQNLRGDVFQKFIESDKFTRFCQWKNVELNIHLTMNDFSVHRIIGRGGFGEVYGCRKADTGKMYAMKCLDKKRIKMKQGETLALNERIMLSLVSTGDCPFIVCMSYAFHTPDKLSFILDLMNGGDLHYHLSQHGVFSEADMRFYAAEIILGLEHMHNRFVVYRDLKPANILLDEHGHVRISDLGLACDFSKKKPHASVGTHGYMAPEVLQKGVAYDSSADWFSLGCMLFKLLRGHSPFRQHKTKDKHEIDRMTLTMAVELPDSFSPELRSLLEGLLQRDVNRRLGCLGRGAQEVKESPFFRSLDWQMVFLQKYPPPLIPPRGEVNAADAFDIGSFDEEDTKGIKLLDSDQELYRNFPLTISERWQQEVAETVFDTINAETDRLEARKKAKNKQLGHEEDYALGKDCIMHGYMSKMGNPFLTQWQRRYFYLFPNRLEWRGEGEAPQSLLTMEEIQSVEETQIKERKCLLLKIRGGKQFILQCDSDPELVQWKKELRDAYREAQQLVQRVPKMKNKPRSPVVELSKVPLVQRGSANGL
AGP1-GFP MLPCN: alters AGP1-GFP fluorescence in TOR pathway yeast screen | S. cerevisiae AGP1-GFP multiplex flow cytometry, 3 h; GFP as percent of DMSO wells | GFP response vs DMSO, % at 10 µM | 320,000 compounds, 0.02% hits | AID 2066;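 active means GFP response relative to DMSO above a set limit, near screen average plus 3 SD, cut at about 150% in these data; inconclusive means fewer than 70 cells counted for the yeast strain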;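 further: median GFP channel fluorescence of the gated AGP1 strain per well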
MEP2-GFP yeast: modulators of TOR pathway MEP2-GFP in S. cerevisiae. AID 2016. 330,000 compounds, 0.51% hits. GFP response vs DMSO, % at 10 µM. S. cerevisiae MEP2-GFP strain, flow cytometry GFP, 3 h; 100% = DMSO control level;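 active means GFP response versus DMSO above a set limit, roughly screen mean plus 3 SD, cut at about 180% in these data; inconclusive means fewer than 70 cells counted for a yeast strain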;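 further: median GFP fluorescence of the barcode-gated MEP2-GFP cells per well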
GASC-1 inh: human JMJD2C demethylase inhibition. GST-JMJD2C(1-420) H3K9me3 demethylation, DELFIA europium. inhibition, % at 2.35 µM. 330,000 compounds, 0.069% hits. AID 2099. Q9H3R0;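 active means more than half of a compound's replicate wells show inhibition beyond 50%, single wells judged on their own value; inconclusive means some, but no more than half, of replicates pass 50% inhibition; inactive means no replicate passes 50% inhibition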;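 further: signal counts dimethyl H3K9 product captured on neutravidin plate; 0% = median of DMSO wells and 100% = 0.3 times that DMSO median; strong numbers were not always called active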
Target sequence (Q9H3R0 1-420 limits assumed): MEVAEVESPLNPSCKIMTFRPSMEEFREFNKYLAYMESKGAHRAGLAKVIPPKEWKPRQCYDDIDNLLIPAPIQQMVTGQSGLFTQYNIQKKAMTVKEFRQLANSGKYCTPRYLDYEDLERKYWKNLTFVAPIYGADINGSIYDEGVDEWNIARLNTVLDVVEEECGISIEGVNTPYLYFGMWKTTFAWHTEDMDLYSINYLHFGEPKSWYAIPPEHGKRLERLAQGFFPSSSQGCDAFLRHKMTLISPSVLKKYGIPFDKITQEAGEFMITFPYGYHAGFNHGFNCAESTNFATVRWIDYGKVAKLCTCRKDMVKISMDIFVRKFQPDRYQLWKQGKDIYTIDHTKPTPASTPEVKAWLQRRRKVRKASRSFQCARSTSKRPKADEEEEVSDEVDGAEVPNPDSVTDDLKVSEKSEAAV
VLA-4 inh: inhibition in a human VLA-4 binding assay; VLA-4 expressing cells, ligand binding flow cytometry; P13612; AID 2557; 330,000 compounds, 0.2% hits; inhibition, % (about 7 µM as worked out from the volumes in the protocol); in the data active means inhibition above about 50%
RPL19A-GFP yeast: alters RPL19A-GFP fluorescence in TOR pathway yeast screen; AID 2025; 330,000 compounds, 0.3% hits; S. cerevisiae RPL19A-GFP strain, flow cytometry, 3 h; stronger effect = lower value; percent response vs DMSO, % at 10 µM;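 active means percent response vs DMSO below 50%; inconclusive means fewer than 70 events counted for the yeast strain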;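 further: median channel GFP fluorescence of the barcoded RPL19A-GFP strain; ratio of sample median GFP to plate DMSO average so 100% = DMSO; lower means less RPL19A-GFP as with rapamycin TOR inhibition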
Active calls of the source: *; i = inactive; ? = inconclusive; / = not tested or not shown; & = joins results of further samples; [ ] = dose if it differs, or a comment.

SMILES	CIT2 TOR yeast	LAP4 TOR yeast	GRK2 aptamer HTS	AGP1-GFP MLPCN	MEP2-GFP yeast	GASC-1 inh	VLA-4 inh	RPL19A-GFP yeast
O=C(CN1CCCN(S(=O)(=O)c2ccc(F)cc2)CC1)Nc1ccccc1Br	/	94	0	103	104	-9&2	6	103
CCCN1CCN(C(=O)c2ccc(CS(=O)c3ccc(Cl)cc3)o2)CC1 (centres undefined)	109	113	0	107	106	-7	3	103
COc1cc(/C=N/NC(=O)COc2ccc(Cl)cc2)ccc1OS(=O)(=O)c1ccc(C)cc1	97	100	0	108	102	-2	-15	101
CCCCNC(=O)c1ccccc1NC(=O)CCSc1ccccc1	99	104	1	98	105	0	-18	97
COc1ccc(N=NC2C(=O)N(c3ccccc3)N=C2C)cc1 (centres undefined)	86	92	0	87	100	-8	-24	97
O=S(=O)(Nc1ccc(Br)cn1)c1ccc2ccccc2c1	95	85	3	67	159	27	3	65
CCOC(=O)c1c(NC(=O)Cn2nc(C(=O)O)c3ccccc3c2=O)sc2c1CCC(C)C2 (centres undefined)	87	99	4	98	107	11	13	101
CCOC(=O)c1cccc(NC(=O)CCn2cccc2)c1	93	89	3	100	92	-3	16	99
O=C(CCCC(=O)N1CCN(c2ccccc2F)CC1)c1ccccc1	101	99	0	98	99	-2	-30	97
Cc1ccccc1/C=N/n1c(COc2ccccc2)n[nH]c1=S	102	98	0	101	111	2	0	108
COc1cc(/C=C/C(=O)OCC(=O)c2c(N)n(C)c(=O)n(C)c2=O)ccc1O	110	90	3	104	107	4	8	107
CCOC(=O)/C=C1\SCC(=O)N1CC(O)CN1C(=O)CS/C1=C\C(=O)OCC	94	90	0	97	98	-13	12	95
N#C/C(=C(/O)c1cc2ccccc2o1)c1nc2ccccc2s1	96	90	0	101	95	0	7	96
Cc1ccccc1NS(=O)(=O)c1cc2c3c(c1)C(C)C(=O)N3CCC2 (centres undefined)	101	95	0	95	115	-8	2	98
Cc1ccc(C)c(N(CC(=O)N2CCCCCC2)S(C)(=O)=O)c1	101	87	0	101	99	2	-1	103

Sorted by value in CIT2 TOR yeast (smallest number first): 3 from the list above.
Molecule	CIT2 TOR yeast
COc1ccc(N=NC2C(=O)N(c3ccccc3)N=C2C)cc1 (centres undefined)	86
COc1cc(/C=N/NC(=O)COc2ccc(Cl)cc2)ccc1OS(=O)(=O)c1ccc(C)cc1	97
O=C(CCCC(=O)N1CCN(c2ccccc2F)CC1)c1ccccc1	101

Some entries already given, limited to LAP4 TOR yeast.
SMILES	LAP4 TOR yeast
Cc1ccc(C)c(N(CC(=O)N2CCCCCC2)S(C)(=O)=O)c1	87
CCOC(=O)/C=C1\SCC(=O)N1CC(O)CN1C(=O)CS/C1=C\C(=O)OCC	90
O=S(=O)(Nc1ccc(Br)cn1)c1ccc2ccccc2c1	85
Cc1ccccc1NS(=O)(=O)c1cc2c3c(c1)C(C)C(=O)N3CCC2 (centres undefined)	95
CCCCNC(=O)c1ccccc1NC(=O)CCSc1ccccc1	104

New compounds follow.
SMILES	CIT2 TOR yeast	LAP4 TOR yeast	GRK2 aptamer HTS	AGP1-GFP MLPCN	MEP2-GFP yeast	GASC-1 inh	VLA-4 inh	RPL19A-GFP yeast
Cn1c(=O)n(C)c2cc(C(=O)Nc3ccc(Br)cc3)ccc21	109	97	0	100	105	3	-3	104
COc1ccc(NC(=O)Nc2ccccc2F)cc1	95	94	0	87	104	1	-13	95
COc1ccc2c(c1)C(=O)N(CCc1ccc(S(=O)(=O)NC(=O)NC3CCCCC3)cc1)C(=O)C2(C)C	96	97	4	100	99	9	19	99
NNC(=O)Cn1c2ccccc2c2ccccc21	89	138	5	102	99	4	-5	95
CCOC(=O)CC(=O)CSc1nc2ccccc2c(=O)n1-c1ccc(C(=O)NCCOC)cc1	106	96	2	103	104	4	16	99
Fc1cccc(-n2ncc(-c3nnnn3-c3ccccc3)c2C(F)(F)F)c1	98	102	0	/	101	1	13	97
O=C(Nc1ccc(F)c(F)c1)c1ccc2c(c1)OCO2	88	95	2	88	95	-11	17	91
O=C(CSc1nnc(-c2ccco2)n1-c1ccccc1)NCC1CCCO1 (centres undefined)	106	100	0	99	103	5	1	98
CN(C)Cc1cc(C(C)(C)C)c(O)c(C(C)(C)C)c1	85	91	0	97	92	0	-12	93
COc1ccc(Cc2nnc3sc(SCC(=O)Nc4ccccc4)nn3c2=O)cc1OC	98	116	2	113	95	5	-4	100
Cc1ccc(C(=O)N2CCOCC2)cc1S(=O)(=O)Nc1cccc(C)c1C	99	95	0	97	100	5	-5	93
O=C(NCc1cccs1)C1CCN(c2nc3ccccc3o2)CC1	94	104	0	98	97	11	-1	97
CC1CN(S(=O)(=O)c2ccc(-c3nc4ccccc4s3)cc2)CC(C)O1 (centres undefined)	99	96	4	97	99	-2	-2	98
COc1cc(OC)cc(C(=O)OCC(=O)c2cc(C)n(CC3CCCO3)c2C)c1 (centres undefined)	98	101	3	99	105	2	13	97
O=C(COC(=O)CCC(=O)c1cccs1)NCc1cccs1	113	101	0	103	114	1	23	94

A different layout for part of the listing above.
molecule | CIT2 TOR yeast | LAP4 TOR yeast | GRK2 aptamer HTS | AGP1-GFP MLPCN | MEP2-GFP yeast | GASC-1 inh | VLA-4 inh | RPL19A-GFP yeast
Cn1c(=O)n(C)c2cc(C(=O)Nc3ccc(Br)cc3)ccc21 | 109 | 97 | 0 | 100 | 105 | 3 | -3 | 104
CC1CN(S(=O)(=O)c2ccc(-c3nc4ccccc4s3)cc2)CC(C)O1 (centres undefined) | 99 | 96 | 4 | 97 | 99 | -2 | -2 | 98
COc1ccc(NC(=O)Nc2ccccc2F)cc1 | 95 | 94 | 0 | 87 | 104 | 1 | -13 | 95

By substructure, the compounds so far containing a furan ring, fused or not (3)
SMILES	CIT2 TOR yeast	LAP4 TOR yeast	GRK2 aptamer HTS	AGP1-GFP MLPCN	MEP2-GFP yeast	GASC-1 inh	VLA-4 inh	RPL19A-GFP yeast
CCCN1CCN(C(=O)c2ccc(CS(=O)c3ccc(Cl)cc3)o2)CC1 (centres undefined)	109	113	0	107	106	-7	3	103
N#C/C(=C(/O)c1cc2ccccc2o1)c1nc2ccccc2s1	96	90	0	101	95	0	7	96
O=C(CSc1nnc(-c2ccco2)n1-c1ccccc1)NCC1CCCO1 (centres undefined)	106	100	0	99	103	5	1	98

The list goes on.
SMILES	CIT2 TOR yeast	LAP4 TOR yeast	GRK2 aptamer HTS	AGP1-GFP MLPCN	MEP2-GFP yeast	GASC-1 inh	VLA-4 inh	RPL19A-GFP yeast
COc1ccc(C(=O)N2CCCC(CNC(=O)c3ccc(F)cc3)C2)cc1OC (centres undefined)	107	81	0	94	112	47	-6	108
O=C(NNc1nc2cc3c(cc2s1)OCCO3)c1ccc(F)cc1	100	98	3	105	104	-1	20	102
CC(C)C[C@H](NC(=O)N1CCn2c1nc1ccccc12)C(=O)NCc1ccco1	111	96	4	63	108	3	-2	101
CCOC(=O)c1cnc(SCc2nc(N)nc(Nc3ccccc3)n2)nc1N	101	98	0	99	104	28	9	99
Cc1cccc(C(=O)N2CCN(S(=O)(=O)c3ccc4c(c3)OCCCO4)CC2)c1[N+](=O)[O-]	102	77	3	85	96	11	9	109
CCOC(=O)C1CCN(S(=O)(=O)c2ccc3c(c2)NC(=O)CS3)CC1	95	101	4	97	100	3	25	99
CS(=O)(=O)N1CCc2cc(S(=O)(=O)N3CCN(Cc4ccc5c(c4)OCO5)CC3)ccc21	103	98	0	105	105	-9	13	102
O=C(Nc1ccc(N2CCCC2)c(S(=O)(=O)Nc2cccc(C(F)(F)F)c2)c1)c1cccs1	100	96	1	99	113	-1	32	105
CNC(=O)NC(=O)C(OC(=O)CCNS(=O)(=O)c1ccccc1)c1ccccc1 (centres undefined)	96	111	1	109	105	-12	-13	104
Cc1ccc(CNC(=O)/C=C/c2ccc(S(=O)(=O)NCc3ccco3)cc2)cc1	91	99	0	95	97	-14	9	98
Cc1ccccc1NC(=O)c1cc(S(=O)(=O)Nc2cccc(C(=O)O)c2)ccc1Cl	97	98	2	99	100	1	5	100
O=C(O)c1ccccc1C(=O)N1CCN(c2ncccn2)CC1	98	89	2	94	104	-4	-20	104
Cc1ccnc2nc(C(=O)OC(C)C(=O)NCc3ccccc3)nn12 (centres undefined)	104	87	3	95	95	8	4	96
NS(=O)(=O)c1ccc(CCNC(=O)c2cccc(OC(F)F)c2)cc1	96	122	2	105	104	11	4	96
Cc1ccccc1C(=O)NC(=S)Nc1ccc(N2CCOCC2)cc1	103	100	0	111	105	48	2	102
CCOc1ccc(-n2c(SCC(=O)Nc3ccc4c(c3)OCO4)nc3ccccc3c2=O)cc1	103	91	1	96	105	-19	-5	103
CCN1C(=O)C(Cc2nc3ccccc3c(=O)n2-c2ccccc2)c2ccccc21 (centres undefined)	96	106	0	105	110	0	-6	108
CC(C)Cc1ccc(C(=O)NCc2ccc3c(c2)OCO3)o1	105	96	0	97	102	5	6	103
O=C(CSc1nc2ccccc2c(=O)n1CC1CCCO1)NCc1ccc2c(c1)OCO2 (centres undefined)	99	99	1	100	98	-1	8	99
CCn1nnnc1SCC(=O)Nc1ccc(N(C)C)cc1	101	100	1	115	103	-1	9	103
Cc1cc(Br)ccc1N=C1C(=O)Nc2ccccc21	102	95	1	97	92	-21	7	107
O=c1cc(N2CCc3ccccc3C2)[nH]c(=O)n1C1CCCCC1	?	100[may fluoresce violet]	2	/	198*[may fluoresce violet]	9	-5	61[may fluoresce violet]
Cc1ccc(CNC(=O)CCCNS(=O)(=O)c2cccc3nonc23)cc1	97	103	0	100	101	2	-5	97
S=C(Nc1ccc(Cl)c(Cl)c1)NC1CCCCC1	104	111	0	106	108	8	8	109
CC(C)(C)C1CCc2c(sc3nc(SCC(N)=O)nc(N)c23)C1 (centres undefined)	88	92	0	/	98	0	6	90
Cc1ccccc1Nc1nc(N)nc(COC(=O)[C@@H](NC(=O)c2ccccc2Cl)C(C)C)n1	100	94	3	105	96	4	-2	102
C/C(=N/Nc1ccc([N+](=O)[O-])cc1)c1c[nH]c2ccccc12	102	91	1	95	108	-12	i	101
Cc1ccc(C(C(=O)NCC2CCCO2)N(C(=O)c2snc(C(N)=O)c2N)c2ccccc2F)o1 (centres undefined)	110	102	2	101	98	45	-10	103
CC(C)(C)C(=O)Nc1nc(-c2ccccc2)ns1	80	122	1	90	108	-2	3	98
Cc1cccc(NC(=O)CSc2nsc(SCC(=O)Nc3cccc(C)c3)c2C#N)c1	98	90	1	95	101	-8	4	106
COc1ccc2nc(C)cc(Nc3ccc(C(=O)O)cc3)c2c1	?	54[may fluoresce violet]	0	?	237*[may fluoresce violet]	-4	-3	61[may fluoresce violet]
COC(=O)c1ccc(COC(=O)c2cccnc2Cl)cc1	103	125	0	101	120	2	3	106
O=C(O)CCN1C(=O)C2C3C=CC(C3)C2C1=O (centres undefined)	98	101	4	104	87	1	1	104
COc1cccc(CN2CCN(Cc3ccc(C#CC(C)(C)O)s3)CC2CCO)c1 (centres undefined)	104	102	3	102	105	9	32	103
CCCN(CC1CC1)C(=S)NC(=O)c1ccccc1Br	100	103	1	100	104	6	6	98

Random draw from the library; 1.7% or so of the library scored in one or more.
